Source: PubChem BioAssay (NCI)
Growth percent in the NCI-60 one-dose screen (48 h, 10 µM unless noted): 100 = growth as untreated, 0 = no growth, -100 = all killed.
M14 = M14 melanoma. 6.2% of 80,000 active. AID 1794745
HOP-92 = HOP-92 NSCLC cells; 6.3% of 71,000 active; AID 1794738
HOP-62 = HOP-62 NSCLC. 3.9% of 80,000 active
MOLT-4 = MOLT-4 leukemia cells; 6.9% of 80,000 active
CCRF-CEM = CCRF-CEM leukemia. AID 1794778. 7% of 77,000 active
RPMI-8226 = RPMI-8226 leukemia cells; 7.5% of 77,000 active; AID 1794781
EKVX = EKVX NSCLC. 3% of 71,000 active
A549/ATCC = A549/ATCC NSCLC; 3.7% of 81,000 active
An asterisk follows results filed as active; nt = not tested or not shown; & = joins results of further samples. Rule for the calls: active = growth percent below 10; inactive = the rest. The order is random; overall some 12% were active at least once.

mol	M14	HOP-92	HOP-62	MOLT-4	CCRF-CEM	RPMI-8226	EKVX	A549/ATCC
COc1ccc(C(c2c[nH]c3ccccc23)c2c[nH]c3ccccc23)cc1OC	93.6	68.6	75.2	88.5	87.6	83.5	87.0	85.7
CCCCNC(=O)NS(=O)(=O)c1ccc(N2N=C(c3ccc(C)cc3C)CC2c2ccccc2Cl)cc1 (configuration not stated)	72.7	75.3	93.7	74.2	nt	61.7	nt	nt
O=C1c2ccccc2C(=O)c2c1ccc(C(Br)Br)c2Cl	10.7	42.7	96.0	-1.1*	-6.4*	-15.5*	66.6	88.3
O=C(/C=C/c1ccccc1F)c1ccccc1	110.1	85.8	98.1	109.1	nt	101.9	nt	97.4
COc1ccc(C)cc1S(=O)(=O)c1ccc([N+](=O)[O-])cc1Cl	97.6	104.1	105.7	90.5	106.6	98.4	106.5	101.2
CC(C)c1cc(C(C)C)c(S(=O)(=O)Oc2ccc(NC(=O)c3ccc(Cl)cc3)cc2)c(C(C)C)c1	36.2	19.1	57.9	17.6	25.2	16.4	19.4	27.5
Cc1nn(-c2ccccc2)c2nc3c(c(-c4ccc(Cl)cc4)c12)CNC(c1ccc(Cl)cc1)N3 (configuration not stated)	104.4	81.9	91.1	nt	73.5	95.4	81.3	84.6
O=C(NCc1ccc(N2CCOCC2)cc1)c1ccc(CN2CCCC2)cc1	103.8	94.0	97.2	90.8	104.0	nt	nt	98.7
O=C1Nc2ccc(Cl)cc2C12NCCc1cc(O)ccc12 (configuration not stated)	105.8	82.7	93.5	102.4	98.2	103.3	93.7	100.0
CC1SC(c2ccc([N+](=O)[O-])cc2)N(NC(=O)C(O)(c2ccccc2)c2ccccc2)C1=O (configuration not stated)	98.5	32.5	98.7	74.6	76.5	71.4	99.9	83.5
OC1CCC2CC12 (configuration not stated)	106.8	nt	116.9	87.4	82.0	105.9	nt	98.4
COc1cc(/C=C2\CC/C(=C\c3cc(CN4CCOCC4)c(O)c(OC)c3)C2=O)cc(CN2CCOCC2)c1O	116.4	60.6	99.5	75.1	91.4	74.6	88.4	103.6
O=C(CSc1nc(-c2ccccc2)cc(=O)[nH]1)Nc1nc(-c2ccccc2)cs1	116.7	72.5	109.1	-17.6*	96.2	96.1	75.7	95.3
O=C(/C=C/c1ccco1)c1ccc([N+](=O)[O-])cc1	103.6	81.8	121.1	97.2	103.1	101.2	103.2	nt
COc1cccc(NC(=O)Nc2ccc(Nc3ncnc4sc(C(=O)NO)c(C)c34)cc2)c1	101.0	108.4	101.6	112.4	101.2	110.6	92.8	101.8
FC1(F)CCN(Cc2c[nH]c3cc(Cl)ccc23)C[C@H]1CCc1ccccc1	60.0	37.3	46.1	26.7	45.9	34.0	63.0	43.0
COc1ccc(OC)c(N=Nc2c(O)c3ccccc3[nH]c2=O)c1	92.6	72.7	89.6	93.8	92.2	64.7	nt	93.0
c1ccc(COCCOCc2ccccc2)cc1	108.1	88.5	102.9	95.2	101.3	96.9	103.8	106.1
O=C(NCCCN1C(=O)c2ccccc2C1=O)OCc1ccccc1	92.4	76.4	96.5	95.4	nt	114.9	108.1	104.3
COc1ccc(C2SCC(=O)N2c2nnc(Cn3cnnc3)o2)cc1 (configuration not stated)	95.6	58.1	92.6	87.6	92.7	102.8	89.9	97.7
CN(C)N1C2=C(C(=O)CC(C)(C)C2)C(c2ccccc2)c2c1nc(N)c(C#N)c2N (configuration not stated)	111.8	82.0	65.5	67.9	91.1	71.1	92.3	68.9
CCOC(=O)c1cnn2c1NC=C(C(=O)c1ccccc1O)C2C(C)C (configuration not stated)	95.4	87.4	89.0	98.6	93.8	85.9	92.4	97.3
CCN(CC)C(=O)C1CC=CCC1C(=O)O (configuration not stated)	103.2	104.7	90.2	109.1	93.3	93.6	93.3	101.2
COC(=O)c1ccc2oc(NC(=O)c3ccc(NC4CCCCC4)c([N+](=O)[O-])c3)nc2c1	102.4	81.5	100.1	106.6	105.1	105.0	83.5	108.7
Clc1ccc(-c2cnn3cc(-c4ccccc4)cnc23)cc1	83.7	97.6	91.0	83.2	78.2	96.5	93.1	83.5
Cc1cccc(C)c1CC(N)C(=O)O (configuration not stated)	90.1	81.6	97.3	85.5	79.3	nt	93.4	83.2
C=CCOc1ccc(Br)cc1CC(=C)C	109.9	98.0	106.2	121.8	120.2	126.6	107.3	96.7
COc1cc(C(=O)c2cc(C(C)=O)c3ccc(C)cn23)cc(OC)c1OC	16.1	97.0	52.4	28.5	47.1	54.6	46.5	46.7
O=C(Oc1c(Cl)c(Cl)c(Cl)c(Cl)c1Cl)c1ccc(Cl)cc1	101.5	105.8	90.3	101.5	98.8	87.9	83.5	90.8
C=C(CCCCCCCCC)CC(=O)SCCNC(=O)CCNC(=O)C(O)C(C)(C)COP(=O)(O)OP(=O)(O)OCC1OC(n2cnc3c(N)ncnc32)C(O)C1OP(=O)(O)O (configuration not stated)	100.8	113.9	100.9	104.9	96.9	95.4	117.2	92.9

Results in CCRF-CEM, for five of the compounds above:
smiles,CCRF-CEM
CCOC(=O)c1cnn2c1NC=C(C(=O)c1ccccc1O)C2C(C)C (configuration not stated),93.8
CCN(CC)C(=O)C1CC=CCC1C(=O)O (configuration not stated),93.3
COC(=O)c1ccc2oc(NC(=O)c3ccc(NC4CCCCC4)c([N+](=O)[O-])c3)nc2c1,105.1
Clc1ccc(-c2cnn3cc(-c4ccccc4)cnc23)cc1,78.2
Cc1cccc(C)c1CC(N)C(=O)O (configuration not stated),79.3

Two of the compounds above, field by field:
C=CCOc1ccc(Br)cc1CC(=C)C
- M14: 109.9
- HOP-92: 98.0
- HOP-62: 106.2
- MOLT-4: 121.8
- CCRF-CEM: 120.2
- RPMI-8226: 126.6
- EKVX: 107.3
- A549/ATCC: 96.7
COC(=O)c1ccc2oc(NC(=O)c3ccc(NC4CCCCC4)c([N+](=O)[O-])c3)nc2c1
- M14: 102.4
- HOP-92: 81.5
- HOP-62: 100.1
- MOLT-4: 106.6
- CCRF-CEM: 105.1
- RPMI-8226: 105.0
- EKVX: 83.5
- A549/ATCC: 108.7

Next results follow:
mol	M14	HOP-92	HOP-62	MOLT-4	CCRF-CEM	RPMI-8226	EKVX	A549/ATCC
OC(c1ccc(Cl)cc1)C1CCNCC1 (configuration not stated)	113.4	102.9	102.0	100.7	114.9	116.0	102.7	91.3
COc1ccc(C2CC(c3ccc(Cl)cc3)=NN2c2nc(-c3ccccc3)c(C#N)c(=O)n2C)cc1 (configuration not stated)	84.5	17.6	94.6	62.6	nt	55.5	nt	71.0
O=C(c1c[nH]c2ccccc12)C(O)C(c1ccccc1)N1CCN(c2ccccc2)CC1 (configuration not stated)	88.9	82.7	99.0	76.4	82.1	94.0	nt	79.8
CCN(CC)c1ccc(C=O)c(OCc2cn(CC(=O)Nc3ccccc3F)nn2)c1	109.9	91.5	103.2	83.4	102.4	108.5	103.9	101.3
CCCSSCCC	95.6	124.2	98.8	98.6	103.9	109.5	93.3	96.2
COc1ccc(C2C3CC4C(OC(=O)C42)C3I)cc1 (configuration not stated)	115.9	nt	110.7	98.2	nt	97.9	nt	nt
CN(C)c1ccc(/C=C2\Cc3c(Br)cccc3C2=O)cc1	84.2	70.1	60.8	62.0	73.7	77.9	79.9	91.3
Nc1nc(-c2ccccc2Cl)cc(-c2ccc(Cl)cc2Cl)n1	53.5	nt	76.2	52.6	57.5	35.2	nt	52.7
CCNC(=O)[C@H](O)[C@H](Cc1ccccc1)N(Cc1ccccc1)Cc1ccccc1	nt	92.6	94.4	81.6	93.9	83.7	76.1	72.0
CC1(C)CC(=O)NC1=O	95.0	114.1	100.6	106.7	95.6	107.9	102.5	99.3
CSCC[C@H](NC(=O)CSc1nnc(-c2ccc(NC(=O)c3cccnc3)cc2)o1)C(=O)O	104.3	113.3	108.2	103.8	101.6	nt	108.3	111.7
CC(C)(C)c1ccc(O)c(Cc2cc(C(C)(C)C)ccc2O)c1	92.3	-39.4*	85.9	64.6	0.9*	47.7	78.5	92.4
COc1cc(C#N)c(OC)c2c1OCO2	109.1	73.1	100.0	99.6	94.7	94.6	130.4	110.4
CN(C)C1CCN(C(=O)c2ccc(NC(=O)Nc3ccc(-c4nc(N5CCOCC5)c5cccn5n4)cc3)cc2)CC1	-0.1*	-31.2*	-12.9*	0.2*	10.5	-20.8*	-15.0*	3.9*
O=C(N/N=C1\c2ccccc2-c2cccc(C(=O)O)c21)c1ccc(O)cc1	98.0	78.6	93.8	99.8	89.9	94.2	97.2	95.8

An excerpt of these results, with values under each structure.
Under each structure – M14, HOP-92, HOP-62, MOLT-4, CCRF-CEM, RPMI-8226, EKVX, A549/ATCC
- CN(C)C1CCN(C(=O)c2ccc(NC(=O)Nc3ccc(-c4nc(N5CCOCC5)c5cccn5n4)cc3)cc2)CC1
 : -0.1*, -31.2*, -12.9*, 0.2*, 10.5, -20.8*, -15.0*, 3.9*
- COc1ccc(C2C3CC4C(OC(=O)C42)C3I)cc1 (configuration not stated)
 : 115.9, nt, 110.7, 98.2, nt, 97.9, nt, nt
- O=C(c1c[nH]c2ccccc12)C(O)C(c1ccccc1)N1CCN(c2ccccc2)CC1 (configuration not stated)
 : 88.9, 82.7, 99.0, 76.4, 82.1, 94.0, nt, 79.8

Next part.
mol	M14	HOP-92	HOP-62	MOLT-4	CCRF-CEM	RPMI-8226	EKVX	A549/ATCC
C/C=C1/CN(CCCCC)CC[C@H]1C(=O)c1cc2ccccc2[nH]1	90.2	52.3	85.5	86.1	96.8	94.9	94.1	100.5
CC(C)(C)c1ccncc1	93.6	nt	101.5	98.6	nt	nt	112.9	102.5
CN(/C(N)=N/N=C(\c1ccccc1)c1ccccn1)C1CCCCC1	101.9	100.1	117.2	89.0	89.6	94.4	110.9	102.9
COc1ccc(CN2C(=O)/C(=C\C(=O)c3ccc(OCCN4CCCCC4)cc3)c3ccccc32)cc1	72.1	39.0	nt	3.8*	8.9*	-11.6*	87.6	96.4
O=C(O)c1cccnc1Sc1nc2ccc(Cl)cc2c(=O)n1Cc1ccccc1	98.9	nt	99.3	83.3	82.2	83.7	74.6	107.7
O=c1[nH]nc(-c2cc(Cl)ccc2I)c(=O)[nH]1	104.7	94.0	99.7	99.2	105.7	107.6	nt	106.8
CCCC(=O)NC(c1cccnc1)c1cc(C(C)(C)C)c2cccnc2c1O (configuration not stated)	3.2*	50.5	25.9	14.2	9.2*	24.5	21.7	18.2
O=S(=O)(Nc1ccc(Cl)nn1)c1ccc(NC(=S)Nc2ccc(S(=O)(=O)Nc3ccc(Cl)nn3)cc2)cc1	111.0	100.5	105.8	92.7	120.9	112.2	104.6	107.1
CN(C)CC1(C)CC(=O)C(Br)C(C)(C)C1 (configuration not stated)	101.6	nt	114.0	95.2	96.8	98.3	100.6	104.9
ClC[C@H]1C[C@@H]2C[C@@H]1[C@H]1O[C@@H]21	97.3	80.8	100.1	93.7	85.5	101.9	nt	99.9
Cc1ccc(-c2cc(-c3nnc(/C=C/c4ccc5c(c4)OCO5)o3)[nH]n2)cc1C	118.1	88.3	99.0	101.4	100.0	103.4	90.7	105.1
CC(=O)CSc1nc2nccnc2[nH]1	103.3	100.3	110.5	103.3	106.7	102.3	nt	113.7
CCCSc1nnc(-c2ccc(-c3ccccc3)nc2C)o1	101.0	77.0	104.3	95.0	99.2	92.7	93.3	100.5
CCc1[nH]nc(-c2n[nH]c(CC)c2C)c1C	102.7	105.5	100.3	105.8	77.2	103.5	92.1	106.1
Fc1cccc(COc2ccc(Nc3ncnc4onc(-c5ccccc5)c34)cc2)c1	-23.0*	46.3	33.4	15.4	20.1	12.5	32.9	19.9
O=c1[nH]cnc2nc[nH]c12	108.7	103.8	105.5	-45.9*	120.3	93.5	81.6	104.9
CCN(CC)CC(O)CNc1ccnc2c(Cl)ccc(Cl)c12 (configuration not stated)	99.2	84.0	97.2	123.1	112.3	101.4	108.7	94.7
Cc1ccc(S(=O)(=O)Nc2cccc(Cn3c(=O)[nH]c4ccc(Oc5ncccn5)cc4c3=O)c2)cc1	59.1	62.9	72.2	64.5	65.9	61.2	86.6	90.7
S=C=Nc1ccc2ccccc2c1	102.7	79.0	98.3	98.1	105.8	103.2	102.7	100.0
CCCCCCCCCCCCCCCCCCOc1ccccc1CCCOP(=O)(O)OCC[N+](C)(C)C	77.7	33.4	59.3	33.7	34.0	nt	74.1	54.8
Cc1cccc(C)c1OCC(C)N (configuration not stated)	110.5	nt	105.0	98.4	92.4	108.1	106.0	102.4
C=CCn1c(SCC(=O)Nc2ccc(OC)cc2)nnc1-c1cc(-c2ccc(OC)cc2)nc2ccccc12	100.2	86.1	95.4	101.6	111.7	110.3	85.5	95.5
ONc1ccc(-c2cnc(Cc3ccc4c(c3)OCO4)o2)cc1	nt	61.6	nt	84.1	87.2	97.7	102.6	123.9
c1ccc(-c2nc(-c3nc4ccccc4[nH]3)c3ccccn23)cc1	91.5	91.1	103.2	49.5	59.1	64.3	nt	73.0
COc1c2c(c(OC)c3c(CC(=O)N4CCOCC4)c(-c4ccccc4)oc13)OCO2	101.7	80.5	99.0	92.4	82.0	77.0	87.6	98.9
Cc1nc2ccc(Nc3nc(Nc4ccc(F)cc4)nc(N4CCCCC4)n3)cc2n1Cc1ccccc1	92.1	75.3	105.8	69.3	79.5	74.8	nt	70.8
O=C1C=CC(=O)N1c1n[nH]c2nc3ccccc3cc12	98.6	101.9	99.8	100.1	108.4	112.0	101.6	105.3
c1ccc(N=Nc2ccc(C3=NCCO3)cc2)cc1	97.9	81.8	104.1	88.0	92.9	86.3	87.3	85.7
O=[N+]([O-])c1ccccc1N/N=C/c1ccccc1	109.9	nt	86.5	101.2	94.7	95.5	nt	94.8
COc1ccc2cc3[n+](cc2c1OC)CCc1cc2c(cc1-3)OCO2	109.7&83.2	20.6&76.1	85.4&43.9	54.8&66.0	67.0&70.8	43.8&60.4	65.5&26.3	59.4&75.1
